D2 antagonist = antagonizes the human D2 dopamine receptor; HEK293 TREx D2 cells, calcium flux, dopamine EC80; 340,000 tested, 2% active; P14416; inhibition, % at 10 µM; in the data active means inhibition above about 30%; further: 0% is about no effect
Target sequence (P14416 whole entry, looked up): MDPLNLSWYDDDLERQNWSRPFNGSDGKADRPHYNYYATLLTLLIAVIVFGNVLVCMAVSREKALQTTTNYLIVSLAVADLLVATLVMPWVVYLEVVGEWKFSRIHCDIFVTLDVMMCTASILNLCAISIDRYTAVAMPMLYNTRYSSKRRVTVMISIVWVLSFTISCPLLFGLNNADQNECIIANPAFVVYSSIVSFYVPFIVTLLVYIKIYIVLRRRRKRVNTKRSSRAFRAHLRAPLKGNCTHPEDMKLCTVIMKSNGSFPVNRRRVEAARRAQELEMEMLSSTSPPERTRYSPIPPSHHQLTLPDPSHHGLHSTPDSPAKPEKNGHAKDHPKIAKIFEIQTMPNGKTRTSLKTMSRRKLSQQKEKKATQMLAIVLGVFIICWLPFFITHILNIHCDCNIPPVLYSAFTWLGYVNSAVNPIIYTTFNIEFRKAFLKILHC
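Dopamine at EC80 is the agonist stimulus; test compounds precede it by 180 s. Calcium flux read kinetically in a force-coupled, inducible HEK293 T-REx D2 cell line.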
TRHR enhancer = TRH receptor (human) allosteric enhancement; P34981; TRHR cells, fluo-8 calcium fluorescence, EC20 TRH enhancement; enhancement, % at 2 µM; 360,000 tested, 0.66% active; in the data active means enhancement above about 30%; further: 0% is about no effect
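Enhancer read-out: after compound pinning and an initial kinetic agonist-mode read, an EC20 of TRH (10 nM final) was injected and fluo-8 calcium signal (Ex 480/Em 530) followed at 1 s/cycle for 100 cycles in TRHR-expressing cells.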
Pin1 inh = blocks the human prolyl isomerase Pin1 | AID 504891 | 390,000 tested, 0.009% active | Potency, µM (doses to about 115 µM), inactives show at the top dose activity, negative = inhibition, hits mostly inhibitors | Q13526 | Pin1 FP peptide displacement, HiFluor488, 10 min; active means well fitted inhibition curve with a large enough effect in the polarisation, with a control signal flat, not every such curve was filed as active; inconclusive means small, poorly fitted or top-dose-only effect, or effect the other way, or a change in a side signal; inactive means no such curve, though single readings can be large or run the other way; the % refers to the polarisation; further: potency means the concentration at half of the fitted maximal effect; on the % scale 0 is the no-effect control and ±100 the full control effect
TrxR1 substrate = rat thioredoxin reductase 1 substrate activity | O89049 | purified TrxR1 substrate turnover, NADPH consumption readout | Potency, µM (doses to about 114 µM), for inactives: at the top dose activity change, negative = substrate turnover | 390,000 tested, 0.01% active | AID 588456; further: potency means the concentration at half of the fitted maximal effect; on the % scale 0 is the no-effect control and ±100 the full control effect; nearly all actives have a fitted effect of over 50% in size
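Rat TrxR1, dispensed at 90 nM, was prereduced with 400 uM NADPH (final) for 5 min at ~22 deg C, then incubated with compound 15 min before 400 uM selenite. A first-read NADPH fluorescence drop versus no-compound background flagged substrates.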
IDH1 R132H inh = inhibitors of human mutant IDH1 R132H. 390,000 tested, 0.093% active. IDH1-R132H enzyme, NADPH consumption, diaphorase/resazurin fluorescence. Potency, µM (top dose mostly 76.6 µM), for the others: at the top dose activity change, negative = inhibition, usual class: inhibitors. O75874. AID 602179; further: potency means the concentration at half of the fitted maximal effect; on the % scale 0 is the no-effect control and ±100 the full control effect; nearly all actives have a fitted effect of over 65% in size
Target sequence (O75874 whole entry R132H, stated change not applied): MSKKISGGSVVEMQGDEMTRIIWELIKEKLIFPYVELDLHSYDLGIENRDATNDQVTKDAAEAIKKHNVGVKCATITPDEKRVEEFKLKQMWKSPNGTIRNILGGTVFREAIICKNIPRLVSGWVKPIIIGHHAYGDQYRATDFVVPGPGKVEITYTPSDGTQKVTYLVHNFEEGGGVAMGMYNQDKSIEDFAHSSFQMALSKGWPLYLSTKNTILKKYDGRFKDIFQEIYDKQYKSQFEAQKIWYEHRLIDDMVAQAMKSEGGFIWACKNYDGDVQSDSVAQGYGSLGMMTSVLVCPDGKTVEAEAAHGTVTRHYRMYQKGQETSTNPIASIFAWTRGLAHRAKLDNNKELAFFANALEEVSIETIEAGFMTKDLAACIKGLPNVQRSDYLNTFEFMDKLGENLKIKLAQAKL
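IDH1-R132H (0.5 ug/mL dispensed) in pH 7.5 Tris buffer was preincubated 30 min with compound, then given a substrate mix of 0.016 mM NADPH and 2 mM alpha-KG for 80 min at room temperature; remaining NADPH was read by diaphorase/resazurin fluorescence.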
TRHR ag = TRH receptor (human) agonism. activation, % at 2 µM. 360,000 tested, 0.18% active. AID 493084. P34981. TRHR cells, calcium flux fluo-8, FDSS agonist mode; in the data active means activation above about 30%; further: 0% is about no effect
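TRHR-expressing cells, plated overnight in medium with 10% serum, were loaded with fluo-8 calcium dye at room temperature. After a 10 s baseline, library compound was pin-added and calcium release was recorded kinetically (ex 480/em 530) as agonist response.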
rTrxR1 inhibitor = inhibitors of rat thioredoxin reductase 1. Potency, µM (doses to about 114 µM), inactives show at the top dose activity change, negative = inhibition, most hits filed as inhibitors. 390,000 tested, 1% active. recombinant rTrxR1, NADPH fluorescence consumption, selenite substrate; further: potency means the concentration at half of the fitted maximal effect; on the % scale 0 is the no-effect control and ±100 the full control effect; nearly all actives have a fitted effect of over 65% in size
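Rat TrxR1 (90 nM in the dispensed reagent) was pre-reduced with 400 uM NADPH for 5 min at room temperature, then incubated with compound for 15 min. After 400 uM selenite was added, NADPH fluorescence (Ex 340/Em 450 nm) was followed for 8 min.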
USP1 inh = blocks the human USP1/UAF1 deubiquitinase complex; O94782; recombinant USP1/UAF1, Ub-Rhodamine cleavage fluorescence; Potency, µM (titrated, usually from 57.1 µM), without a hit: top-dose activity change, negative = inhibition, most hits filed as inhibitors; 390,000 tested, 0.23% active; AID 743255; further: potency means the concentration at half of the fitted maximal effect; on the % scale 0 is the no-effect control and ±100 the full control effect; nearly all actives have a fitted effect of over 60% in size; inactives centre near -12
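USP1/UAF1 complex (1 nM) preincubated 15 min at room temperature with compound, then Ub-Rho substrate (150 nM final) added. Kinetic fluorescence at 480/540 nm over 6 reads at 60 s intervals; 50 mM HEPES pH 7.8, 0.5 mM EDTA, 0.1 mg/ml BSA, 1 mM TCEP, 0.01% Tween-20.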
D2 ag = agonists of human D2 dopamine receptor | P14416 | HEK293 T-REx D2 cells, calcium flux agonist mode | activation, % at 2 µM | 340,000 tested, 0.53% active | AID 485358;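 active means activation over 3 SD above normal in the single-dose calcium agonist read, cut at about 30% in these data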; further: 0% is about no effect
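Tetracycline-induced HEK293 T-REx cells with force-coupled D2 receptor, plated overnight at 30 C, loaded with no-wash calcium dye. After a 10 s baseline, compound was pin-added and calcium flux read kinetically for 180 s; calcium rises flagged agonists.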
* hit, by the source's call; ? = inconclusive; . = not tested or not shown; [ ] = dose if it differs, or a comment. Unless noted, the call rests on the fitted dose curve; in most records, active means well fitted inhibition curve with a large enough effect; inconclusive means small, poorly fitted or top-dose-only effect; inactive means no such curve, though single readings can be large or run the other way. Not all compounds are listed; the hit share may differ from the screen's.

SMILES	D2 antagonist	TRHR enhancer	Pin1 inh	TrxR1 substrate	IDH1 R132H inh	TRHR ag	rTrxR1 inhibitor	USP1 inh	D2 ag
Cc1nonc1OCCNc1ccc([N+](=O)[O-])cc1	-15	-4	1%	-11%[57.1 µM]	14%	-1.3	-8%[57.1 µM]	3%	-1.4
CC1CCCCN1S(=O)(=O)c1ccc(S(=O)(=O)N(Cc2ccccc2)Cc2ccco2)cc1 (configuration not stated)	-18	2	16%	5%	-1%	2.7	-19%	-5%	0.2
CCOc1ccc(C(=O)NC(=S)Nc2ncccc2C)cc1[N+](=O)[O-]	6	-8	-2%	-2%	1%	0.4	5%	0%	0.0
COc1ccc(C(=O)N2CCN(c3ccccc3)CC2)cc1S(=O)(=O)N1CCCC1	10	-5	-1%	-3%	1%	0.9	-5%	1%	-0.2
COc1ccc2[nH]c(C(=O)Nc3ccc4c(c3)OCO4)cc2c1	-10	15	-1%	16%	5%	-0.5	37%	-16%	-0.6
COc1cc(NC(=O)COC(C)=O)cc(OC)c1OC	12	3	-10%	-2%	19%	0.4	-2%	2%	-0.3
CC(C)C(c1nnnn1CCc1ccccc1)N1CCN(C(=O)c2ccco2)CC1 (configuration not stated)	8	-1	-16%	-5%	2%	0.7	?	-13%	0.4
Cc1ccccc1NC(=O)CN1C(=O)CSc2ccc(S(=O)(=O)N3CCCCC3)cc21	12	16	0%	2%[57.1 µM]	-12%	-1.1	19%[57.1 µM]	-8%	0.1
COC(=O)c1c(C)[nH]c(C(=O)OCc2ccc(F)cc2)c1C	1	-7	0%	-9%[57.1 µM]	4%	-0.8	6%[57.1 µM]	-28%	0.0
CCN1CCc2c(sc(NC(=O)CN3C(=O)c4ccccc4C3=O)c2C(N)=O)C1	26	-2	-1%	-4%	15%	-0.3	-5%	-21%	0.1
O=C(/C=C/Nc1ccccc1OC(F)(F)F)C(F)(F)F	.	-2	-5%	4%[57.1 µM]	4%	0.3	14%[57.1 µM]	-18%	.
O=C1c2ccccc2C(=O)N1CCCCSc1nnc2ccccn12	13	5	23%	-3%	8%	-0.2	2%	1%	0.2
C/C(=N\N=C(N)N)c1ccc(Cl)cc1	-1	8	-12%	-2%	-2%	1.2	11%	-6%	2.6
CCOC(=O)c1nnn(CC(=O)Nc2ccccc2)c1C(=O)OCC	8	12	16%	-1%	0%	-0.8	18%	-9%	-1.5
COC(=O)c1ccc(C(=O)Nc2ccc3c(c2)C(=O)NC3=O)cc1	-3	-1	33%[activator]	-2%	-11%	-0.1	-1%	-10%	-0.9

The last 7 records of the section before are carried over, then new ones follow.
SMILES	D2 antagonist	TRHR enhancer	Pin1 inh	TrxR1 substrate	IDH1 R132H inh	TRHR ag	rTrxR1 inhibitor	USP1 inh	D2 ag
COC(=O)c1c(C)[nH]c(C(=O)OCc2ccc(F)cc2)c1C	1	-7	0%	-9%[57.1 µM]	4%	-0.8	6%[57.1 µM]	-28%	0.0
CCN1CCc2c(sc(NC(=O)CN3C(=O)c4ccccc4C3=O)c2C(N)=O)C1	26	-2	-1%	-4%	15%	-0.3	-5%	-21%	0.1
O=C(/C=C/Nc1ccccc1OC(F)(F)F)C(F)(F)F	.	-2	-5%	4%[57.1 µM]	4%	0.3	14%[57.1 µM]	-18%	.
O=C1c2ccccc2C(=O)N1CCCCSc1nnc2ccccn12	13	5	23%	-3%	8%	-0.2	2%	1%	0.2
C/C(=N\N=C(N)N)c1ccc(Cl)cc1	-1	8	-12%	-2%	-2%	1.2	11%	-6%	2.6
CCOC(=O)c1nnn(CC(=O)Nc2ccccc2)c1C(=O)OCC	8	12	16%	-1%	0%	-0.8	18%	-9%	-1.5
COC(=O)c1ccc(C(=O)Nc2ccc3c(c2)C(=O)NC3=O)cc1	-3	-1	33%[activator]	-2%	-11%	-0.1	-1%	-10%	-0.9
COc1ccc(-c2nn(CC(=O)Nc3ccc(Cl)c(Cl)c3)c(=O)c3ccccc23)cc1	29	5	30%[activator]	9%[57.1 µM]	-1%	1.4	16%[57.1 µM]	-9%	54*
O=c1[nH]c(=O)n(C2CCCO2)cc1Br (configuration not stated)	24	1	2%	-8%	-2%	0.1	2%	0%	-1.3
Cc1cccc(NC(=O)/C=C/c2ccc3c(c2)OCO3)n1	-5	0	4%	16%	9%	-1.3	1%	-1%	0.7
CC(=O)N1CCOc2cc(S(=O)(=O)NCc3ccc(C)cc3)c(C)cc21	.	10	-3%	-2%	-14%	-0.2	12%	16%	1.9
O=C(CCN1CCCCO1)N1CCCC(N2CCN(c3ccc(F)cc3)CC2)C1 (configuration not stated)	-1	18	7%	-15%	2%	0.9	?	-22%	0.3
CCN(CC)C(=O)COc1ccc2oc(-c3ccco3)cc(=O)c2c1	-7	9	5%	341%[activator]	0%	-0.2	-20%	-23%	0.9
Cc1nonc1NC(=O)CSc1nc2ccccc2cc1C#N	12	3	?	-3%	0%	-0.4	9%	-16%	-1.1
C=C(C)C(=O)Nc1cccc(C2=NOC3(C2)C[C@H](C(N)=O)N(C(=O)CC)C3)c1 (some centres not stated)	11	-5	-15%	11%[57.1 µM]	-5%	-0.2	13%[57.1 µM]	16%	-0.1
CC(C)N(C)CCOC(=O)c1ccccc1Br	-9	0	-16%	6%[57.1 µM]	4%	-0.3	-5%[57.1 µM]	-6%	-0.3
Cc1ccc(S(=O)(=O)NCC(c2ccc(N(C)C)cc2)N2CCCC2)cc1 (configuration not stated)	.	1	1%	0%[57.1 µM]	3%	-1.5	5%[57.1 µM]	5%	-1.6
O=C1NC(=O)C2(COC(c3cccc([N+](=O)[O-])c3)OC2)S1 (configuration not stated)	23	14	0%	8%[57.1 µM]	0%	1.0	9%[57.1 µM]	-24%	2.8
COc1ccccc1NC(=O)C1CC(=O)OC1c1ccccc1 (configuration not stated)	10	6	5%	12%[57.1 µM]	3%	0.2	18%[57.1 µM]	-15%	0.2
CCCCn1c(N)c(NCc2ccccc2OC)c(=O)[nH]c1=O	.	4	?	-21%[57.1 µM]	9%	0.5	16%[57.1 µM]	-6%	.
Cc1ccccc1Cn1nnc2c(=O)[nH]c(C3CCCN(C(=O)c4ccc(C(C)(C)C)cc4)C3)nc21 (configuration not stated)	.	-6	1%	1%	-17%	-0.7	12%	-5%	.
CC1CC(C)CN(S(=O)(=O)c2ccc(Cl)cc2)C1 (configuration not stated)	-2	7	-8%	-4%[57.1 µM]	6%	-0.3	3%[57.1 µM]	-5%	1.4
COc1cccc(-c2c(NC(=O)c3ccco3)oc3ccc(Cl)cc3c2=O)c1	-1	2	2%	-3%	8%	0.1	-10%	-25%	-0.1
COc1ccc(-c2cc(=O)oc(-c3cccc(C)c3)n2)cc1	9	0	-18%	4%	15%	0.0	1%	-13%	-0.2
CCc1ccc(NC(=O)CSC2=Nc3ccccc3C3=NC(CC(=O)NCc4cccs4)C(=O)N23)cc1 (configuration not stated)	.	3	14%	-1%[57.1 µM]	3%	-0.2	3%[57.1 µM]	-11%	0.1
Cc1cc(C)n(-c2nc3nonc3nc2-n2nc(C)cc2C)n1	-9	54*	-12%	-6%	1%	0.0	18%[57.1 µM]	-6%	0.1
CCOC(=O)c1c(C)cc(C)n2c1nc1ccccc12	-13	11	4%	11%[57.1 µM]	-1%	-0.1	17%[57.1 µM]	-4%	0.5
CCCCCN1CN(S(=O)(=O)c2cccs2)c2nc3ccccc3nc21	0	-7	0%	13%	11%	-1.0	17%	-10%	-1.4
O=C(COC(=O)c1ccc(CN2CCCC2=O)cc1)Nc1ccc(F)cc1	3	-7	2%	0%	6%	0.1	8%	-6%	0.6
CCOC(=O)c1oc2c(CN3CCN(C)CC3)c(O)ccc2c(=O)c1-c1ccccc1OC	13	0	-3%	-5%	-10%	-0.2	2%	?	0.2
COc1ccc2nc(SCCOC(=O)Nc3ccc(Cl)cc3)nc(C)c2c1	-3	0	14%	7%	1%	0.8	0%	-9%	-0.5
CNc1nc(SCC(=O)OC)nc(N2CCOCC2)n1	7	4	4%	-4%	-3%	-0.3	4%	-15%	-1.0
COc1cc(-c2nc(N)n[nH]2)cc(OC)c1OC	-3	-2	6%	16%	5%	-0.1	15%	-11%	0.0

Screening results from PubChem BioAssay.
